Assay outcomes: PubChem, Sanford-Burnham Center for Chemical Genomics
EBI2 antag – EBI2 (human) antagonism. P32249. EBI2 beta-arrestin recruitment, luminescence, 7a,25-OHC stimulated. inhibition, % at 5 µM. 360,000 compounds, 0.81% hits; in the data active = inhibition above about 38%;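 also: enzyme fragment complementation signal reports receptor beta-arrestin coupling in cells; 0% = agonist plus DMSO wells and 100% = wells without agonist; some results beyond the cut were filed as inactive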
CCR6 antag – CCR6 (human) receptor antagonism; P51684; CHO-K1 CCR6 PathHunter beta-arrestin, luminescence, CCL20-stimulated; inhibition, % at 20 µM; 340,000 compounds, 0.49% hits;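 active = compounds whose inhibition of the agonist-driven luminescence signal at 20 µM reaches about 50%, limit read from the data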;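 also: cells stimulated with CCL20 at 14 nM final; plate controls were DMSO with CCL20 for no effect and DMSO without agonist for full effect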
XBP1 UPR activ – activators of adaptive arm of unfolded protein response (XBP1) | CHO-XBP1 luciferase reporter, IRE1-XBP1 UPR activation, luminescence; percent of tunicamycin response, DMSO as zero | 330,000 compounds, 0.33% hits | activation, % at 20 µM;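 active = versus positive control, 20 µM dose yields 30% or more activation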;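 also: 100% = tunicamycin at 10 µg/mL and 0% = DMSO only wells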
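Test system: CHO-XBP1 luciferase reporter cells | Buffer or medium: Serum-containing F12 medium, 10% FBS | Schedule: 6 h compound exposure at 37 °C, 5% CO2 | Detection: Steady-Glo luciferase glow luminescence, 10 min after reagent addition | Read-out basis: Activation, % of tunicamycin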
APJ agonist – agonists of human APJ apelin receptor. CHO-K1 APJ PathHunter beta-arrestin, luminescence; 0% DMSO wells, 100% apelin. activation, % at 20 µM. 330,000 compounds, 0.11% hits;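 active = activation more than six SD over the plate average, tested at 20 µM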;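 also: 0% = DMSO alone and 100% = apelin-13 at 10 nM; some results filed as inactive read as strong as hits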
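Incubation: overnight seeding, 90 min compound at 25 °C, 1 h detection; test system: PathHunter CHO-K1 APJ (AGTRL-1) beta-arrestin reporter cells; amount: 1000 cells/well; doses: one dose, 20 µM compound, 1% DMSO; measured by: beta-gal luminescence; measure: agonist-driven arrestin binding to APJ; benchmarks: negative DMSO alone, positive Apelin-13 at 10 nM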
CXCR6 block – blocks human CXCR6 beta-arrestin recruitment. CHO-K1 PathHunter CXCR6 beta-arrestin, luminescence. inhibition, % at 20 µM. 360,000 compounds, 0.36% hits. AID 602244; in the data active = inhibition above about 34%, passing the limit was not always enough;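 also: antagonist mode with CXCL16 agonist at 10 nM final; 0% = 10 nM CXCL16 with DMSO and 100% = unstimulated wells without agonist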
APJ antagonist – blocks the human apelin receptor APJ. P35414. CHO-K1 APJ beta-arrestin complementation, luminescence. inhibition, % at 20 µM. 330,000 compounds, 0.32% hits;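 active = inhibition above about 40% at 20 µM, limit read from the data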;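 also: cells challenged with 10 nM apelin-13 agonist together with compound; plate controls were apelin-13 plus DMSO wells for no effect and DMSO wells lacking apelin-13 for full effect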
CHOP UPR activ – apoptotic UPR (CHOP) activation; CHO-CHOP luciferase reporter, luminescence; percent of tunicamycin response over DMSO baseline; activation, % at 10 µM; 330,000 compounds, 0.34% hits;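 active = at 10 µM dose, activation of 40% or more, normalized to positive control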;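 also: 100% = tunicamycin at 10 µg/mL and 0% = DMSO alone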
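Test system: CHO-CHOP cells, stable luciferase reporter of PERK-eIF2a-CHOP signalling | Quantity: 500 CHO-CHOP cells per well | Buffer or medium: F12 plus 10% serum | Compound dosing: 10 µM single point, 0.5% DMSO | Schedule: 6 h compound treatment, 37 °C | Signal: Luciferase luminescence | Control set: Tunicamycin high control, DMSO low control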
tim23-1 inh – tim23-1 yeast growth inhibition; S. cerevisiae tim23-1 growth, BacTiter-Glo luminescence, 24 h; inhibition, % at 20 µM; 330,000 compounds, 1.3% hits; AID 463212;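 active = growth inhibition of the mutant yeast at or above 50%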;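 also: temperature-sensitive mutant grown at 25 °C; plate controls were DMSO-treated mutant yeast for no effect and medium wells lacking yeast for full effect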
Mdm2-MdmX inh – human Mdm2/MdmX binding inhibition | inhibition, % at 8 µM | O15151+Q00987 | 330,000 compounds, 3% hits | AID 485346 | SaOS-2 split-luciferase Mdm2/MdmX complementation, luminescence;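 active = inhibition of at least 50% at 8 µM in the primary screen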
Target sequence (O15151 whole entry, looked up): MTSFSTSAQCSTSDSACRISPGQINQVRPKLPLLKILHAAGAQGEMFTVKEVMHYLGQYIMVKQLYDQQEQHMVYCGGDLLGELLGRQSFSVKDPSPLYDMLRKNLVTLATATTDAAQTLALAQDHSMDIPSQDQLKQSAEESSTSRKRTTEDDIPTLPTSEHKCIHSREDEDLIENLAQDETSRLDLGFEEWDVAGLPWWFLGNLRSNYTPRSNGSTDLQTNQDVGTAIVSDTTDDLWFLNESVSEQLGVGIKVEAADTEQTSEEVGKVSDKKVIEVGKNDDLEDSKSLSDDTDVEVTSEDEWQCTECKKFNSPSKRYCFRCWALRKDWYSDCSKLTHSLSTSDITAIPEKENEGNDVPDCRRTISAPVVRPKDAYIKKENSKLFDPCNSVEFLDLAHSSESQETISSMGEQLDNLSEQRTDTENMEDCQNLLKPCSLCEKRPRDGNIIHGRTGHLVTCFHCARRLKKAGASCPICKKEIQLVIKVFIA
Target sequence (Q00987 whole entry, looked up): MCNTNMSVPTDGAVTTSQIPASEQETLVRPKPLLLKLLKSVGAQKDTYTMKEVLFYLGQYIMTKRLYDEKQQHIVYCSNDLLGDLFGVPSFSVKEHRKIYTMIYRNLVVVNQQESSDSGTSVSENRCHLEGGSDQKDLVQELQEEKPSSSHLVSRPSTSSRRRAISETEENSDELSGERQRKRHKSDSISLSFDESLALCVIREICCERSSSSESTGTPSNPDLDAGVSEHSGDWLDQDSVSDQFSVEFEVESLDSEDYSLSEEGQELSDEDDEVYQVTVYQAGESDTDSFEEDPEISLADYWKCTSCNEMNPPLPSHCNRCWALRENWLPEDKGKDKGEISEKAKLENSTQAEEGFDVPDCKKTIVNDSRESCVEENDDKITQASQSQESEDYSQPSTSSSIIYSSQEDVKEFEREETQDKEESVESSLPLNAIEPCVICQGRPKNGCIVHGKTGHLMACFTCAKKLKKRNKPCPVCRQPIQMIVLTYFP
An asterisk follows results filed as active; x = not tested or not shown. This is a subset, so the mix of outcomes need not match the whole.

The first two entries (preview)
smiles,XBP1 UPR activ,CHOP UPR activ,tim23-1 inh,CCR6 antag,Mdm2-MdmX inh,CXCR6 block,APJ antagonist,EBI2 antag,APJ agonist
C#CC(C)OC(=O)Nc1cnccc1C(F)(F)F (stereo unspecified),3,0.1,-4,5,13,-1,0,-5,1
Cc1ccc(Cl)cc1N1CCN(C(=O)c2ccc(NS(=O)(=O)c3c(C)noc3C)cc2)CC1,-1,3.1,13,6,-23,-3,-11,-5,2

This part in full, repeating the preview:
smiles,XBP1 UPR activ,CHOP UPR activ,tim23-1 inh,CCR6 antag,Mdm2-MdmX inh,CXCR6 block,APJ antagonist,EBI2 antag,APJ agonist
C#CC(C)OC(=O)Nc1cnccc1C(F)(F)F (stereo unspecified),3,0.1,-4,5,13,-1,0,-5,1
Cc1ccc(Cl)cc1N1CCN(C(=O)c2ccc(NS(=O)(=O)c3c(C)noc3C)cc2)CC1,-1,3.1,13,6,-23,-3,-11,-5,2
Cc1ccc(-n2nc(C(=O)N3CCN(C)CC3)c3c4ccccc4n(C)c3c2=O)cc1,1,0.2,14,-4,3,4,7,2,-3
COCC(=O)N(Cc1cc2cc(OC)ccc2[nH]c1=O)c1ccccc1,-4,-1.9,-2,15,5,8,9,19,-3
S=C(NN=C(C1CC1)C1CC1)Nc1ccccc1,2,9.3,26,19,-17,2,15,-9,-1
Cc1ccnc(NC(=O)Cn2c(=O)oc3ccccc32)c1,0,1.2,11,-4,-12,-1,-32,-4,-6
CC[C@@H](C)[C@@H](C(=O)N1CCN(C(=O)OC(C)(C)C)CC1)n1cc(CCC(=O)O)nn1,-4,-0.5,16,5,26,-3,12,-15,3
Cc1ccccc1C(=O)c1cccn1CC(=O)NCc1ccccc1Cl,-6,3.3,8,20,-65,1,12,7,-5
COc1ccc([N+](=O)[O-])cc1N(CC(=O)N(C)C)S(C)(=O)=O,-2,-1.9,-16,2,19,5,4,5,-2
CCn1c(=O)c([N+](=O)[O-])c(N2CCN(Cc3ccc4c(c3)OCO4)CC2)c2ccccc21,1,2.4,31,10,16,12,6,8,-3
C=CCSC1=N/C(=C\c2ccc(C(=O)O)cc2)C(=O)S1,0,-1.3,9,5,1,10,25,-9,-3
COc1ccc(C2C(C#N)=C(N)OC3=C2C(=O)CC(C)(C)C3)cc1 (stereo unspecified),-2,1.0,8,9,22,-3,0,-16,-2
O=C(CC1CCCC1)NNC(=O)c1ccc(F)cc1,3,1.8,-15,-1,5,-4,-25,-3,-4
Cc1ccc(-n2c3nc(=O)[nH]c(=O)c-3cc3cc([N+](=O)[O-])ccc32)cc1,2,3.4,13,-3,58*,-8,-29,-9,8
CCOc1cc(/C=N/NC(=O)c2ccncc2)ccc1OS(C)(=O)=O,-1,1.9,-2,-4,1,-10,-20,2,-2
O=C(Oc1ccccc1)c1cccc(COC(=O)c2cnccn2)c1,1,2.9,29,18,19,-4,25,-2,-1
O=S(=O)(NC1CCCCC1Sc1ncccn1)c1ccc(Cl)cc1 (stereo unspecified),-1,-2.0,20,-1,-14,1,-7,-11,-2
Cc1cc(C)c(NC(=O)C(C)N2CCCCCC2)c(C)c1 (stereo unspecified),-4,0.6,6,14,-24,0,6,4,0
CCN(CC)C(=O)CC(c1ccc(N(C)C)cc1)c1c(O)cc(OC)cc1OC (stereo unspecified),0,0.3,10,6,8,-1,-48,-6,2
COCCCNC(=O)CNC(=S)N(Cc1ccc(F)cc1)C1CCCCC1,-1,-1.6,12,6,-7,11,14,-10,-5
CCCCN(CCCNC(=O)c1ccc(CS(=O)(=O)c2ccc(OC)cc2)o1)Cc1ccccc1,-5,-0.2,13,11,18,-7,16,-2,-5
CCCCCn1c(=O)c(-c2nc3ccccc3c(=O)[nH]2)c(O)c2ccccc21,0,-0.6,-3,x,-8,x,-12,x,-1
CCCSc1oc(-c2ccco2)nc1S(=O)(=O)c1ccc(C)cc1,2,-1.8,27,30,25,3,-8,5,-2
CC(C)(C)NC(=O)CSc1ccc(C(C)(C)C)cc1,-1,3.3,13,-1,1,8,3,3,1
CC1CCN(c2c(NCc3ccc(C(=O)NCc4ccccc4)cc3)c(=O)c2=O)CC1,-1,1.1,-17,10,29,-6,6,5,-1
O=C(NNc1ccccc1)C(=O)NNS(=O)(=O)c1ccc([N+](=O)[O-])cc1,-1,-0.6,-76,10,-2,0,11,-3,-1
CC1(CCc2ccccc2)NC(=O)N(CC(=O)Nc2ccc(OC(F)F)cc2)C1=O (stereo unspecified),0,2.2,1,12,18,1,-3,-15,-4
O=C(O)CCC(=O)N1CCC(n2nnc3cc(C(F)(F)F)ccc32)CC1,-1,0.2,3,10,16,-2,16,-4,-2
N=c1n(CCOc2ccccc2)c2ccccc2n1CCN1CCOCC1,-4,1.5,10,10,16,4,10,1,-4
C/C(=N\NC(=O)Cc1c(C)[nH][nH]c1=O)c1ccc(Cl)c(Cl)c1,-1,-0.3,16,3,6,3,-17,3,-3

Quoted at random: four compounds from above, in no set order.
smiles,XBP1 UPR activ,CHOP UPR activ,tim23-1 inh,CCR6 antag,Mdm2-MdmX inh,CXCR6 block,APJ antagonist,EBI2 antag,APJ agonist
S=C(NN=C(C1CC1)C1CC1)Nc1ccccc1,2,9.3,26,19,-17,2,15,-9,-1
CCOc1cc(/C=N/NC(=O)c2ccncc2)ccc1OS(C)(=O)=O,-1,1.9,-2,-4,1,-10,-20,2,-2
C=CCSC1=N/C(=C\c2ccc(C(=O)O)cc2)C(=O)S1,0,-1.3,9,5,1,10,25,-9,-3
Cc1ccnc(NC(=O)Cn2c(=O)oc3ccccc32)c1,0,1.2,11,-4,-12,-1,-32,-4,-6

Remaining list, next part
smiles,XBP1 UPR activ,CHOP UPR activ,tim23-1 inh,CCR6 antag,Mdm2-MdmX inh,CXCR6 block,APJ antagonist,EBI2 antag,APJ agonist
COc1cccc(CNCC(O)(c2ccc(Cl)cc2)c2ccc(Cl)cc2)c1,0,-3.1,22,11,10,-7,2,11,-2
COC(=O)/C(C#N)=C/c1c(Oc2cc(C)cc(C)c2)nc2c(C)cccn2c1=O,-2,-0.4,13,8,31,18,9,27,0
NS(=O)(=O)c1ccc(NC(=O)CSc2nc3ccccc3nc2N2CCOCC2)cc1,-2,0.1,-7,6,15,10,-2,9,-2
O=C(Nc1ccccc1Oc1ccsc1C(=O)O)c1ccccc1F,2,-0.6,3,3,16,1,6,7,-2
Cc1cc(OCC(=O)N(C(C)C)C(C)C)cc(C)c1Br,0,6.3,24,22,5,-2,-5,9,2
CCCCC(=O)Nc1ccc(NC(=O)C2CC2)nc1,-1,1.5,18,-7,-27,-6,-11,0,2
CC12COC3(C(=O)Nc4nccs4)CC1CCC32C (stereo unspecified),0,-0.1,16,-7,-1,2,6,-2,-6
CCOC(=O)c1ccc(NC(=O)CCn2nnc3ccccc32)cc1,1,3.1,10,10,-9,-2,-1,-4,-3
CN(c1ccccc1C(=O)N1CCN(c2ccccc2F)CC1)S(=O)(=O)c1ccccc1,-1,-1.0,33,20,22,-3,34,15,-2
COc1ccccc1N1CCN(C(=O)C(Cc2ccccc2)NC(=O)C2CCCCC2)CC1 (stereo unspecified),-2,0.4,23,6,-7,-2,9,10,-2
CCN1CCN(C(=O)C2CCN(S(=O)(=O)c3cc(Cl)ccc3Cl)CC2)CC1,-3,1.1,3,0,-12,2,-2,-11,-2
O=C(O)c1c2c(nc3ccccc13)/C(=C/c1c(F)cccc1F)CCC2,0,1.2,6,3,7,1,11,3,-3
Cc1ccc(CC(CC(=O)O)C(=O)NCC23CC4CC(CC(C4)C2)C3)cc1 (stereo unspecified),0,-0.3,18,8,-19,6,-17,8,-3
CCN1C(=O)c2cccc3c(S(=O)(=O)Nc4ccccn4)ccc1c23,1,0.0,8,13,75*,9,14,-3,3
O=C(Cc1ccccc1)Nc1ccc(NC(=O)c2cccnc2)cc1,-5,1.6,9,11,-11,-8,13,0,-2
Cc1ccc(-n2nc3c(=O)n(C(C)C(=O)NCc4ccc5c(c4)OCO5)nc(C)c3c2C)cc1 (stereo unspecified),-1,-1.2,8,12,32,-9,20,-3,0
COc1cc(S(=O)(=O)n2cnc(C)c2)ccc1Br,0,1.2,15,-4,-14,0,-1,-3,-2
CCN(C(=O)CSc1nnc(-c2ccc(OC)cc2)n1C(C)C)C1CCS(=O)(=O)C1 (stereo unspecified),-1,-1.1,-11,-4,8,-3,7,9,1
Cn1c(CN2CCCC2)nc2cc(NC(=O)COc3ccccc3)ccc21,0,4.4,34,5,-45,-4,-8,-12,-1
c1ccc(CNc2nc3ccccc3n3cnnc23)nc1,1,-2.6,-8,0,10,-5,-1,-9,-2
CCn1cc(C(=O)NCC(=O)OC)c2cc(OC)c(OC)cc2c1=O,0,-1.8,-27,4,-42,4,-22,0,-1
COc1cccc(NC(=O)c2c([N+](=O)[O-])cnn2C)c1,8,0.9,13,13,5,-7,4,0,-3
CCn1c2ccccc2c2cc(CN3CCN(S(=O)(=O)Cc4ccccc4)CC3)ccc21,1,-1.0,-20,9,30,-4,-22,12,-4
COc1cccc(CN2CCC(N(CCc3ccccc3)Cc3ccccc3)CC2)c1OC,-1,-0.1,-1,20,61*,-7,-21,7,-3
COc1ccc2ccc3c(c2c1)N=C[C@]1(O3)N(C)c2ccccc2C1(C)C,-3,-0.6,9,12,22,-9,-3,7,-2
C=C1C2C[C@H](O)C(C)(C)[C@@]2(O)[C@H](O)C[C@]23C[C@@](C)(O)[C@H](CC[C@H]12)[C@H]3O (stereo partly specified),0,0.1,4,7,-28,-3,-1,-1,8
O=C(CCN1C(=O)COc2ccccc21)N1CCN(c2ccccc2)CC1,-1,-1.0,8,-1,3,6,4,-5,-3

Three entries from above, set out differently:
Value order: XBP1 UPR activ, CHOP UPR activ, tim23-1 inh, CCR6 antag, Mdm2-MdmX inh, CXCR6 block, APJ antagonist, EBI2 antag, APJ agonist
- O=C(O)c1c2c(nc3ccccc13)/C(=C/c1c(F)cccc1F)CCC2
 : 0, 1.2, 6, 3, 7, 1, 11, 3, -3
- Cc1ccc(CC(CC(=O)O)C(=O)NCC23CC4CC(CC(C4)C2)C3)cc1 (stereo unspecified)
 : 0, -0.3, 18, 8, -19, 6, -17, 8, -3
- CCN1C(=O)c2cccc3c(S(=O)(=O)Nc4ccccn4)ccc1c23
 : 1, 0.0, 8, 13, 75*, 9, 14, -3, 3
